Screens from PubChem BioAssay.
FAK inh – blocks human focal adhesion kinase activity; Q05397; biochemical FAK kinase activity assay; inhibition, %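 (tested at 7 µM)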; 0.84% of 97,000 active; AID 727; in the data active means inhibition above about 19%;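 further: 0% = DMSO and 100% = reference compound high control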
PLK1 kinase inh – blocks human PLK1 kinase activity | P53350 | recombinant PLK1 kinase, TR-FRET peptide phosphorylation | inhibition, % at 10 µM | 0.53% of 97,000 active | AID 619;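 active means inhibition of 50% or more in the single-concentration screen; inactive means inhibition below 50%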;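 further: 0% = DMSO max control and 100% = H-89 dihydrochloride min control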
ERa SRC1 inh – ER-alpha (human) coactivator binding inhibition. P03372. TR-FRET ER-alpha LBD / SRC-1 peptide, estradiol-bound. inhibition, % at 25.6 µM. 1.7% of 86,000 active; in the data active means inhibition above about 50%;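 further: 0% = receptor plus peptide control and 100% = peptide only without receptor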
PLK1 PBD inh – blocks phosphopeptide binding to human Plk1 polo box domain; P53350; Plk1 PBD phosphopeptide binding, fluorescence polarization; inhibition, %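 (tested at about 20 µM)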; 0.13% of 97,000 active; in the data active means inhibition above about 34%, passing the limit was not always enough
ERb SRC1 inh – ER-beta (human) coactivator binding inhibition. inhibition, % at 25.6 µM. AID 633. TR-FRET ER-beta LBD / SRC1-Cy5 peptide binding; receptor agonist-loaded with 1 µM estradiol. Q92731. 1.3% of 86,000 active;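 active means compounds whose percent inhibition of the receptor-coactivator binding signal exceeds about 50% in the single-dose screen, limit read from the data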;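 further: 0% = receptor plus peptide wells without compound and 100% = peptide-only wells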
Mac1 fbg inh – inhibitors of human CD11b/CD18 binding to fibrinogen; P05107+P11215; K562 CD11b/CD18 adhesion to fibrinogen, ATPlite luminescence; Mn2+ added to activate the integrin; inhibition, % at 10 µM; 0.54% of 93,000 active; AID 1497;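 active means primary inhibition of 50% or more at 10 µM, then 40% or more on retest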; further: some results filed as inactive read as strong as hits
Target sequence (P05107 whole entry, looked up, other chains not shown): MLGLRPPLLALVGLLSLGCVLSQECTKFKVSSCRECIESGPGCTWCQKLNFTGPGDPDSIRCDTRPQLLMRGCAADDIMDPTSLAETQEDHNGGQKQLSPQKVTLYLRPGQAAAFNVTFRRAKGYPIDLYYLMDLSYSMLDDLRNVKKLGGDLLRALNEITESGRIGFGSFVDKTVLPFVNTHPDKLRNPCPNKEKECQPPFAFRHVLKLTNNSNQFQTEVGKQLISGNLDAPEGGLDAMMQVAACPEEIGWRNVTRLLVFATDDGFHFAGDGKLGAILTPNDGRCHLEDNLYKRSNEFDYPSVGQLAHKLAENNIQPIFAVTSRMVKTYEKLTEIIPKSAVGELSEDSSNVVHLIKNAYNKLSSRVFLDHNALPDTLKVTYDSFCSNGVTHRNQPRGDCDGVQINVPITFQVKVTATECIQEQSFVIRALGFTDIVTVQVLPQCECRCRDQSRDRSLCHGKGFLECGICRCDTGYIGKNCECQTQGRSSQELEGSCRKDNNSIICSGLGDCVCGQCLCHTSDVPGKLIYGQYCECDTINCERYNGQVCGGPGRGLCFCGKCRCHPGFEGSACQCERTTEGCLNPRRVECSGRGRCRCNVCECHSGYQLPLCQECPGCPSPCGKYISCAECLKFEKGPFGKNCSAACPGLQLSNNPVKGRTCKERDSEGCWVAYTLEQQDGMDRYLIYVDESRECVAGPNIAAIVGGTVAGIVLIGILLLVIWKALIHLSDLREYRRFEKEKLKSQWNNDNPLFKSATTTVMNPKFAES
HIV Rev-RRE inh – disrupts HIV-1 Rev binding to RRE RNA | Rev peptide-RRE RNA binding, FRET | inhibition, % at 8 µM | 0.79% of 97,000 active | AID 704;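 active means inhibition above the screen-wide mean plus 3 SD, cut at about 35% in these data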;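 further: 0% = median DMSO wells and 100% = median Neomycin B control wells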
Target sequence (P05866 whole entry, looked up): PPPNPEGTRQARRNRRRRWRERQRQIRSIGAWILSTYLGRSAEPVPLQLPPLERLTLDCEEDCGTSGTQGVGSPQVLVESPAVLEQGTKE
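System: Cy5-labelled duplex RRE RNA binding fluorescein-labelled HIV Rev peptide; Signal: fluorescein-to-Cy5 FRET, 480 nm excitation; Also added: labelled Rev peptide; Compound: one concentration, 8 µM nominal; Buffer or medium: HEPES pH 7.5 salt buffer with EDTA; Read-out: % inhibition of FRET ratio versus controls; Schedule: 5 min preincubation and 15 min binding, 25 °C.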
Mac1 fbg enh – increases human CD11b/CD18 adhesion to fibrinogen. K562 CD11b/CD18 adhesion to fibrinogen, ATPlite luminescence. activation, % at 10 µM. 0.07% of 93,000 active. AID 1499;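 active means 10 µM primary screen giving 50% or more activity, confirmed by 40% or more on retest at that dose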; further: strong numbers were not always called active
ERa SRC1 pot – ER-alpha (human) coactivator binding potentiation. P03372. TR-FRET ERalpha-LBD/SRC-Cy5 coactivator binding, 2 h; 100 = basal binding, no effect. coactivator binding (% of control), % at 25.6 µM. 1.3% of 86,000 active. AID 639; in the data active means activity above about 200%;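 further: binding measured in presence of low estradiol as agonist stimulus; 0% = peptide alone without receptor and 100% = receptor with peptide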
Numbers without * were called inactive; / = not tested or not shown; [ ] = another dose, or the depositor's remark.

item	Structure	FAK inh	PLK1 kinase inh	ERa SRC1 inh	PLK1 PBD inh	ERb SRC1 inh
1	S=c1[nH]nc(C2CCCCC2)n1/N=C/c1ccc(Br)s1	2	0	/	19	/
2	CC(=O)Nc1ccc(C(=O)N(C)c2ccccc2)cc1	-2	5	1	-29	0[fluorescence artefact?]
3	CCOC(=O)c1nc(C)n(-c2ccc(Cl)cc2Cl)n1	1	-10	/	41	/
4	CCOc1ccc(NC(=O)COC(=O)Cn2cnnn2)cc1OCC	-1	-8	-4	10	-3
5	O/N=C1/CCc2nonc2/C1=N/O	-1	-2	7	26	5
6	COc1ncnc(OC)c1NC(=O)c1ccc(F)cc1	-1	-9	-11	24	-3
7	COc1ccc2nc(C)c3c(c2c1)OC(C)C3 (stereo not drawn)	0	-7	-5	0	-6
8	COc1cc2cc(C(=O)O)[nH]c2c(OC)c1OC	-2	-7	-3[fluorescence artefact?]	-31	-1[fluorescence artefact?]
9	CCN(C(=O)COc1cc(=O)n(CC)c2ccccc12)c1cc(Cl)ccc1OC	1	5	-3	-16	0
10	CCOC(=O)c1cc(=O)n2nc(-c3ccccc3F)nc2s1	5	-11	1	12	8
11	CCN(CC)C(=O)c1oc2ccc(S(=O)(=O)N3CCCCCC3)cc2c1C	1	-7	-9	-2	-6
12	CCOP(=O)(c1ccc(N(C)C)cc1)C(O)c1ccccc1 (stereo not drawn)	-1	-12	2	23	-11
13	COC(=O)c1c(NC(=O)c2ccc(C)c(S(=O)(=O)Nc3ccccc3C)c2)sc2c1CCCC2	5	-11	/	-7	/
14	Cn1c(=O)c2ncn(CC(=O)Nc3cccc(-c4nc5ccccc5s4)c3)c2n(C)c1=O	10	0	/	-4	/
15	Cc1ccc(-c2csc(C3C(N)=NC(S)=C(C#N)C34CCCCC4)n2)cc1 (stereo not drawn)	-2	-11	/	-28	/

item	Mac1 fbg inh	HIV Rev-RRE inh	Mac1 fbg enh	ERa SRC1 pot
1	6	0	-1	/
2	-18	4	-4	106
3	-2	-2	-1	/
4	-32	9	0	107[fluorescence artefact?]
5	5	8	9	117
6	16	9	0	106
7	-3	8	-2	129
8	-10	10	-2	117[fluorescence artefact?]
9	12	3	6	111
10	-7	6	0	110
11	17	16	4	90
12	2	1	0	101
13	-22	7	7	/
14	30	1	2	/
15	-1	2	14	/

An excerpt from above in order of the PLK1 PBD inh value, descending:
| no. | Structure | FAK inh | PLK1 kinase inh | ERa SRC1 inh | PLK1 PBD inh | ERb SRC1 inh | Mac1 fbg inh | HIV Rev-RRE inh | Mac1 fbg enh | ERa SRC1 pot |
| --- | --- | --- | --- | --- | --- | --- | --- | --- | --- | --- |
| 12 | CCOP(=O)(c1ccc(N(C)C)cc1)C(O)c1ccccc1 (stereo not drawn) | -1 | -12 | 2 | 23 | -11 | 2 | 1 | 0 | 101 |
| 7 | COc1ccc2nc(C)c3c(c2c1)OC(C)C3 (stereo not drawn) | 0 | -7 | -5 | 0 | -6 | -3 | 8 | -2 | 129 |
| 2 | CC(=O)Nc1ccc(C(=O)N(C)c2ccccc2)cc1 | -2 | 5 | 1 | -29 | 0[fluorescence artefact?] | -18 | 4 | -4 | 106 |
| 8 | COc1cc2cc(C(=O)O)[nH]c2c(OC)c1OC | -2 | -7 | -3[fluorescence artefact?] | -31 | -1[fluorescence artefact?] | -10 | 10 | -2 | 117[fluorescence artefact?] |

Later entries.
item	Structure	FAK inh	PLK1 kinase inh	ERa SRC1 inh	PLK1 PBD inh	ERb SRC1 inh
16	Cc1cc2c(c(C)nn2-c2ccccc2)c(=O)o1	0	-9	15	-4	-3
17	CS(=O)(=O)N(CC(=O)Nc1ccc2c(c1)OCCO2)Cc1ccccc1	3	-13	-3	-4	-9
18	Cc1ccc(OCc2nnc(NC(=O)OCC(C)C)s2)c(C)c1	-3	-1	/	17	/
19	COc1ccc(N2C(=O)NC3CC2(C)Oc2ccc(Br)cc23)cc1OC (stereo not drawn)	-3	-9	-35	-2	10
20	Cc1cccc(NC(=S)NC2CC3CCC(C2)N3Cc2ccco2)c1C (stereo not drawn)	-3	-13	/	27	/
21	COCC(C)NC(=O)NC(=O)c1ccc(Cl)cc1 (stereo not drawn)	0	-6	0	3	5[fluorescence artefact?]
22	COc1ccc2oc(C(F)(F)C(F)(F)F)cc(=O)c2c1	0	-13	7	-12	8
23	O=C(CN1CCOCC1)Nc1ccccc1Cl	3	4	7[fluorescence artefact?]	-17	3[fluorescence artefact?]
24	O=C(CN1CC(=O)Oc2ccccc21)OCC(=O)c1ccc(Br)cc1	0	-10	-1	-20	4
25	COc1cc(/C=C/C(=O)c2c(O)cc(C)oc2=O)cc(OC)c1O	-2	-1	-2	-16	8
26	CCN1C(=O)c2cccc3c(NC(=O)C(C)(C)C)ccc1c23	2	-4	0[fluorescence artefact?]	23	-1[fluorescence artefact?]
27	N=C1C(c2ccccc2)=C(O)CN1c1ccc2c(c1)OCO2	-3	-8	5	-4	1
28	O=C(NCc1ccc2c(c1)OCO2)C1CCC(CNS(=O)(=O)c2ccc(Cl)cc2)CC1 (stereo not drawn)	-1	5	-2	6	-6
29	CCOC(=O)N1CCC(N2C(=O)c3ccccc3C2Nc2c(C)cccc2C)CC1 (stereo not drawn)	4	-4	-1	-3	11
30	O=C(c1ccc(COc2ccc3c(c2)CCC3)o1)N1CCN(c2ccccc2)CC1	7	-3	/	-10	/

item	Mac1 fbg inh	HIV Rev-RRE inh	Mac1 fbg enh	ERa SRC1 pot
16	-16	4	0	110
17	-24	4	1	98
18	15	11	33	/
19	-25	2	6	127
20	/	-2	/	/
21	/	6	/	106
22	-1	6	0	87
23	-9	4	-3	113
24	/	8	/	83
25	2	38*	1	98
26	-21	10	-1	130
27	7	6	-3	107
28	-4	1	-3	120[fluorescence artefact?]
29	5	5	3	112
30	/	11	/	/

item	Structure	FAK inh	PLK1 kinase inh	ERa SRC1 inh	PLK1 PBD inh	ERb SRC1 inh
31	COC(=O)c1cc(NC(=O)Cc2ccc(OC)cc2)cc(C(=O)OC)c1	-2	7	-6	-8	2
32	Cc1ccc(-c2cc(C(F)F)n3ncc(C(=O)Nc4c(C)nn(Cc5ccccc5Cl)c4C)c3n2)cc1	-6	-10	/	-22	/
33	CCCCOC(=O)C1=C(C)Nc2ncnn2C1c1ccc(OC)c(OC)c1OC (stereo not drawn)	-4	-7	/	3	/
34	COc1cc2c(cc1OC)CN(CC(=O)Nc1ccc(C#N)cc1)CC2	1	-6	/	24	/
35	COc1cc(C(=O)NC2CC3CCCC(C2)N3C2CC2)cc(OC)c1OC (stereo not drawn)	/	/	-5	/	-9[fluorescence artefact?]
36	C=CCN=C(NC#N)SCc1ccccc1Cl	3	-9	4	-5	12
37	CCn1c(SCC(=O)c2ccc(O)c(O)c2)nnc1-c1ccc(C)cc1	-1	6	/	-3	/
38	Cc1ccc(OCC(O)CN2CCN(CC(O)COC(C)C)CC2)c(C(C)(C)C)c1 (stereo not drawn)	2	-13	5	-6	-4
39	Cc1nn(S(=O)(=O)N2CCCCC2)c(C)c1Br	-2	-10	-11	11	-16
40	O=C(COc1ccc(S(=O)(=O)NC2CCCCC2)cc1Cl)NCc1cccnc1	0	-9	-13	16	8[fluorescence artefact?]
41	COc1ccc(C2N(c3ccc(F)cc3)C(=O)C3CCCN32)cc1 (stereo not drawn)	1	-9	-9	0	-9
42	CCOC(=O)CNC(=O)c1cc(-c2ccc3c(c2)OCCO3)oc1C	-1	-7	-4	9	-9
43	Cc1cc(C)nc(N2N=C(C(C)(C)C)CC2=O)n1	1	1	5	-1	5
44	Cc1cc(C)nc(NC(=O)c2cccc([N+](=O)[O-])c2C)n1	-3	-4	/	-29	/
45	COc1cccc(C2/C(=C(\O)c3c(C)nc4c(C)cccn34)C(=O)C(=O)N2CCCN(C)C)c1 (stereo not drawn)	/	/	-1	/	-20[fluorescence artefact?]

item	Mac1 fbg inh	HIV Rev-RRE inh	Mac1 fbg enh	ERa SRC1 pot
31	0	6	-7	99
32	/	0	/	/
33	/	0	/	/
34	6	4	1	/
35	3	/	-4	119
36	0	7	2	127[fluorescence artefact?]
37	22	-1	-6	/
38	-5	-2	0	118
39	-12	1	5	109
40	12	6	0	103
41	8	12	-1	119
42	-48	10	7	108
43	-46	2	1	106
44	4	4	1	/
45	-2	/	0	111

item	Structure	FAK inh	PLK1 kinase inh	ERa SRC1 inh	PLK1 PBD inh	ERb SRC1 inh
46	CCN1CCN(c2ccc(NC(=O)Cc3ccccc3)cc2)CC1	7	-6	35[fluorescence artefact?]	12	49[fluorescence artefact?]
47	CCc1c(C(=O)NCCc2ccc(OC)c(OC)c2)[nH]c(C)c1C(C)=O	-1	-10	-6	-14	-13
48	COC(=O)c1ccc(CSc2nc3ccccc3o2)cc1	1	-9	-8	-2	-5
49	O=C(CCN1CCOCC1)c1ccc2c(c1)OCCO2	2	-13	-10	-26	-14[fluorescence artefact?]
50	CCCNC(=O)N1CCC(C(=O)c2ccc(F)cc2)CC1	3	-11	-5	-4	-18
51	COc1ccc(N2CCN(C(CNC(=O)c3cccc(Cl)c3)c3cccnc3)CC2)cc1 (stereo not drawn)	-1	-7	-20	1	-14
52	CCSc1nc(O)c(Cc2ccccc2)c(=O)[nH]1	-3	3	-2	17	-7[fluorescence artefact?]
53	Cc1nc(C(=O)N(C)C)nn1-c1cc(Cl)cc(Cl)c1	-4	-9	/	-30	/
54	CC1CCN(CCc2nc3cc(NC(=O)Nc4ccccc4)ccc3n2C)CC1	5	-3	5	-20	-7
55	O=c1[nH]cnc2c1N1CCC2CC1	-4	4	-4	-12	-7[fluorescence artefact?]
56	Cc1oc2cc(O)ccc2c(=O)c1Oc1ccccc1	-4	10	/	-2	/
57	CCc1cc(C(=O)OC)c(NC(=O)CCC(=O)O)s1	-1	0	1	6	2
58	Cc1ccc(C(=O)Nn2cnnc2)cc1[N+](=O)[O-]	-2	-8	/	-19	/
59	COc1ccccc1CNC(=O)CCCOc1cc(=O)n(C)c2ccccc12	4	-18	3	-9	12
60	CCn1c(=O)cc(OCC(=O)NCCCN2CC(C)CC(C)C2)c2ccccc21 (stereo not drawn)	4	0	-11	17	-10[fluorescence artefact?]

item	Mac1 fbg inh	HIV Rev-RRE inh	Mac1 fbg enh	ERa SRC1 pot
46	4	1	-1	60
47	-6	4	5	130
48	69	8	-1	99
49	/	5	/	108
50	/	7	/	100
51	15	-2	-5	107
52	-18	4	0	106
53	-12	3	-5	/
54	14	3	3	92
55	-16	8	0	110[fluorescence artefact?]
56	/	4	/	/
57	-8	9	0	118
58	/	3	/	/
59	4	-1	1	73
60	-6	5	10	108[fluorescence artefact?]

item	Structure	FAK inh	PLK1 kinase inh	ERa SRC1 inh	PLK1 PBD inh	ERb SRC1 inh
61	CCCc1cc(N2CCCC2)n2nc(C)c(-c3ccccc3)c2n1	3	-2	-4	1	-7[fluorescence artefact?]
62	O=C(NCCc1ccc(Cl)cc1)C1CCN(S(=O)(=O)c2cccc3nonc23)CC1	-1	-10	0	3	-2[fluorescence artefact?]
63	CCOC(=O)c1cccnc1SCC(=O)NCc1ccccc1	2	-8	-1	16	-7
64	CC(NC(=O)C(Cc1ccccc1)NC(=O)c1ccccc1)C(=O)O (stereo not drawn)	4	-11	-12	-8	-4[fluorescence artefact?]
65	O=C(NC(=S)NCc1ccccc1)C1CCCCC1	1	-3	/	-18	/
66	O=C(OCC1CCCN2CCCCC12)c1ccc2c(c1)OCO2 (stereo not drawn)	7	2	17	-22	36

item	Mac1 fbg inh	HIV Rev-RRE inh	Mac1 fbg enh	ERa SRC1 pot
61	14	1	-2	112
62	4	9	-3	106[fluorescence artefact?]
63	2	-1	4	93
64	-16	6	4	100
65	27	-10	-1	/
66	-13	7	-4	88
